Rab9 promoter act: activates the Rab9 promoter; Potency, µM (highest dose often 9.22 µM), for the others: top-dose activation, negative = inhibition, actives largely listed as activators; Huh7 Rab9 promoter-luciferase reporter, luminescence, 24 h; 320,000 tested, 2.8% active; further: % of control where 0% means no effect; nearly all actives have a fitted effect of over 60% in size
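Huh7 cells stably carrying Rab9 promoter–luciferase reporter, plated 1500 cells/well, compound added after 2 h and incubated 24 h at 37 °C; luciferase luminescence then read after 10 min with detection reagent.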
ELG1 genotox: induces genotoxicity in HEK293T cells with luciferase-tagged ELG1; HEK293T ELG1-luciferase reporter, luminescence, 16 h; Potency, µM (doses to about 46 µM), for inactives: at the top dose activity change, positive = activation, usual class: activators; 330,000 tested, 1.3% active; AID 504466; further: % of control where 0% means no effect; nearly all actives have a fitted effect of over 60% in size
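Luminescence read-out: rising ELG1-luciferase signal, reflecting elevated ELG1 protein under genetic stress, flags genotoxic compounds. Cells were treated for 16 hr at 37 °C before ONE-Glo detection.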
MBNL1-CUG inh: inhibitors of human MBNL1 binding to CUG repeat RNA; Q9NR56; TR-FRET MBNL1-His/biotin-(CUG)12 binding, 665/545 ratio; Potency, µM (series often up to 57.5 µM), for inactives: at the top dose activity change, negative = inhibition, actives largely listed as inhibitors; 280,000 tested, 0.036% active; active means well fitted inhibition curve with a large enough effect in the signal ratio, with a control signal flat, not every such curve was filed as active; inconclusive means small, poorly fitted or top-dose-only effect, or effect the other way, or a change in a side signal; inactive means no such curve, though single readings can be large or run the other way; the % refers to the signal ratio; further: on the % scale 0 is the no-effect control and ±100 the full control effect
Target sequence (Q9NR56 whole entry, looked up): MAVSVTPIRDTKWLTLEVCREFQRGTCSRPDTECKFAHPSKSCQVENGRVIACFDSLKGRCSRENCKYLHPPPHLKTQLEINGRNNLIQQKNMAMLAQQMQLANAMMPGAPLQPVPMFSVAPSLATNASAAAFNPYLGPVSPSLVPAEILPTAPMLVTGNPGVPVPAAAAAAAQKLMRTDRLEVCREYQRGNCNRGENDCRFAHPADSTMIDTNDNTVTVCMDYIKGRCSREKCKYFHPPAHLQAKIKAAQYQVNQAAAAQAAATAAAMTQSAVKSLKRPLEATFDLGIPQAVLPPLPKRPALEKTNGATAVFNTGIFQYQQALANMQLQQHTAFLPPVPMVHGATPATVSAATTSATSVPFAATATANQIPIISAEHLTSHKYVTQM
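TR-FRET readout: Ex 340 nm, 665/545 nm emission ratio, normalized to buffer-only (basal) and MBNL1-(CUG)12 controls. Complex of MBNL1-His with Biotin-(CUG)12, compounds 92 nM–58 uM, incubated 60 min at room temperature.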
RORgamma inh: ROR gamma (mouse) transcription inhibition; P51450; Drosophila S2 Gal4-RORgamma UAS-luciferase reporter, 20 h; Potency, µM (series often up to 53.6 µM), inactives show at the top dose activity change, negative = inhibition, most hits filed as inhibitors; 310,000 tested, 5.4% active; further: on the % scale 0 is the no-effect control and ±100 the full control effect; nearly all actives have a fitted effect of over 60% in size
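Stable Schneider cell line, Gal4 DNA-binding domain fused to ROR gamma, UAS-luciferase. Cmpd 1 hr RT → CuSO4 700 uM final → 20 hr RT → luciferase reagent 10 min → luminescence.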
BRCA1 expr up: BRCA1 expression activation; MCF7-BRCA1-FFLuc reporter, luminescence, 48 h; response scale: scaled: vehicle 0%, 10 µM genistein 100%; Potency, µM (highest dose often 46.1 µM), inactives show at the top dose activation, most hits filed as activators; 380,000 tested, 1.1% active; AID 624202; further: nearly all actives have a fitted effect of over 80% in size; some results filed as inactive show a strong effect at the top dose
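Quantitative HTS in MCF7 cells stably reporting BRCA1 expression via firefly luciferase. Compound treatment lasts 48 h at 37 °C in phenol-red free MEM. Activation is expressed relative to genistein at 10 microM and DMSO.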
VP16 counter: inhibits Gal4-VP16 luciferase reporter, ROR gamma counter-screen; Drosophila S2 Gal4-VP16 UAS-luciferase, luminescence, 20 h; Potency, µM (highest dose often 53.6 µM), for inactives: top-dose activity, negative = inhibition, most hits filed as inhibitors; 310,000 tested, 3.5% active; AID 2546;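 further: Gal4-VP16 expression switched on by copper sulfate through the metallothionein promoter; on the % scale 0 is the no-effect control and ±100 the full control effect; nearly all actives have a fitted effect of over 50% in size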
FLuc counter: firefly luciferase modulation, counter-screen for miR-21 project; 360,000 tested, 6.9% active; P08659; Potency, µM (series often up to 57.5 µM), for the others: at the top dose activity change, negative = inhibition, usual class: inhibitors; AID 588342; purified FLuc, Km substrates, luminescence inhibition;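 further: plate controls were vehicle for no effect and reference inhibitor for full effect; nearly all actives have a fitted effect of over 55% in size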
Target sequence (P08659 whole entry, looked up): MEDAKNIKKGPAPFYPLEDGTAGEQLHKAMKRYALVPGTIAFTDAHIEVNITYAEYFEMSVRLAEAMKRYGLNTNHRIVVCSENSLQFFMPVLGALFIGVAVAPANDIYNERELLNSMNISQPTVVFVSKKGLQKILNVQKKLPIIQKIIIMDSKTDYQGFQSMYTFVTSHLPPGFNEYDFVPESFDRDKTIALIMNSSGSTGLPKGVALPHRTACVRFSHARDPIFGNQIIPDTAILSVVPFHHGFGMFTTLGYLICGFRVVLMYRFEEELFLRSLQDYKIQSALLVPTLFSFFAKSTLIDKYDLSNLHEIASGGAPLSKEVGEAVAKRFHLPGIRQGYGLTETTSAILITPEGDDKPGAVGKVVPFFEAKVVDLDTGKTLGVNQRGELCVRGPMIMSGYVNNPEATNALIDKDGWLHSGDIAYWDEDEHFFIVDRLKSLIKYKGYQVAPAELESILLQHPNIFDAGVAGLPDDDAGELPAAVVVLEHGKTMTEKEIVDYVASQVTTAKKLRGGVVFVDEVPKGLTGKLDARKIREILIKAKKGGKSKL
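Biochemical qHTS of compounds, final roughly 60 µM downward over six points, against 10 nM purified firefly luciferase using Km concentrations of substrates (10 uM D-luciferin, 10 uM ATP) in Tris acetate pH 7.5 buffer; luminescence output.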
MLL CXXC-DNA inh: blocks binding of human MLL CXXC domain to DNA; Q03164; MLL-CXXC / FITC-HOXA9 DNA fluorescence polarization; Potency, µM (series often up to 115 µM), for the others: at the top dose activity change, negative = inhibition, hits mostly inhibitors; 290,000 tested, 0.037% active; AID 2662; active means well fitted inhibition curve with a large enough effect in the polarisation, with a control signal flat, not every such curve was filed as active; inconclusive means small, poorly fitted or top-dose-only effect, or effect the other way, or a change in a side signal; inactive means no such curve, though single readings can be large or run the other way; the % refers to the polarisation
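Purified MLL-CXXC (added from a 7 uM solution) was preincubated 5 min at ambient with pinned compounds in 50 mM Tris-HCl pH 7.5, 50 mM NaCl, 1 mM DTT, 0.05% BSA. Fluorescein-labeled HOX-A9 DNA (50 nM solution) followed, 30 min, then polarization read.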
NPC1 prom act: activators of NPC1 promoter. Potency, µM (top dose mostly 9.22 µM), without a hit: at the highest dose activation, usual class: activators. Huh7 NPC1 promoter luciferase reporter, 24 h. 320,000 tested, 2.4% active;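 further: % of control where 0% means no effect; nearly all actives have a fitted effect of over 60% in size; reporter is driven by a mutant NPC1 promoter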
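Huh7 cells stably carrying NPC1 promoter–luciferase, plated in Opti-MEM with 10% FBS for 2 h, were exposed to compound in DMSO for 24 h at 37 °C; luciferase reagent was added for 10 min and luminescence read.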
uPA surface inh: inhibitors of cell surface uPA generation; cell surface uPA generation assay, qHTS; Potency, µM (doses to about 38.3 µM), without a hit: at the highest dose activity change, negative = inhibition, usual class: inhibitors; 330,000 tested, 0.31% active; active means well fitted inhibition curve with a large enough effect; inconclusive means small, poorly fitted or top-dose-only effect; inactive means no such curve, though single readings can be large or run the other way; tested in mouse RAW 264.7 cells; further: on the % scale 0 is the no-effect control and ±100 the full control effect; nearly all actives have a fitted effect of over 55% in size
p53 reactivation: mutant p53 re-activation in reporter cells. H1299 p53-A138V BP100-luciferase reporter, luminescence, 24 h. Potency, µM (highest dose often 92.2 µM), inactives show at the highest dose activity change, positive = activation, hits mostly activators. 320,000 tested, 0.063% active. AID 504706; further: % of control where 0% means no effect; nearly all actives have a fitted effect of over 45% in size
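p53-null H1299 cells stably carrying temperature-sensitive p53-A138V and a BP100-luciferase reporter were pinned with compounds (4-point, 1:5 series) and held 24 hrs at 37 deg C. Luminescence was read 10 min after detection reagent.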
Starred values were filed as active, the others as inactive; ? = inconclusive; nt = no result given; [ ] = another dose, or the depositor's remark. Unless noted, the call rests on the fitted dose curve; in most records, active means well fitted curve in the direction sought with a large enough effect; inconclusive means small, poorly fitted or top-dose-only effect, or another doubt; inactive means no such curve, though single readings can be large; an effect the other way counts as inactive or inconclusive. Potency means the concentration at half of the fitted maximal effect. An excerpt; the hit share may differ from the screen's.

SMILES	Rab9 promoter act	ELG1 genotox	MBNL1-CUG inh	RORgamma inh	BRCA1 expr up	VP16 counter	FLuc counter	MLL CXXC-DNA inh	NPC1 prom act	uPA surface inh	p53 reactivation
Cn1c2c(c(=O)n(C)c1=O)C(c1cccc(F)c1)C(C#N)=C(N)O2 (stereo not given)	-1%	0%	-8%	-2%	-13%	-1%	0%	-6%	-5%	6%	-2%
Cc1ccc2[nH]c(=O)c(-c3nc4cc(C)ccn4c3NCc3ccco3)cc2c1	3%	0%	11%	3%	64%	-15%	2%	-1%	0%	4%	4%
COc1ccc(OCCn2nnc(-c3ccc(Cl)cc3)n2)cc1	-5%	-1%	-7%	0%	0%	6%	2%	-1%	-2%	4%	16%
CCCCn1c(SCC(N)=O)nnc1-c1ccco1	1%	-1%	6%	0%	1%	-3%	-2%	-4%	-5%	nt	-6%
Cc1ccc(NC(=O)C(C)N2CCOCC2)c(C(=O)c2ccccc2)c1 (stereo not given)	-2%	-1%	3%	11%	-4%	4%	15%	5%	-4%	-4%	-1%
CCCCC1(C)NC(=O)c2c(C)sc(C(=O)OCC)c2N1 (stereo not given)	0%	-7%	36%[activator]	-1%	-28%	-2%	7%	2%	-3%	2%	-1%
CC(C)C(=O)NC(NC1CCS(=O)(=O)C1)C(Cl)(Cl)Cl (stereo not given)	-3%	3%	0%	-3%	2%	4%	2%	-1%	0%	2%	0%
Cc1cccc(OCC(=O)NCC(=O)N/N=C/c2ccc(O)cc2O)c1	-33%[inhibitor]	6%	-11%	?	-70%	-13%	5%	4%	-30%	?	17%
CCOC(=O)C1=C(C)NC(C)=C(C(=O)OCC)C1C(=O)O	-5%	6%	-5%	-4%	-1%	-3%	2%	9%	1%	0%	0%
COc1ccc(C(=O)Nc2ncccc2C)cc1S(=O)(=O)N1CCOCC1	-1%	1%	nt	nt	0%	nt	2%	nt	-3%	-4%	1%
CCOC(=O)CN1C(=O)NC2(CCCc3ccccc32)C1=O (stereo not given)	-1%	-5%	-5%	9%	7%	-2%	3%	3%	3%	-2%	-3%
CC(=O)Nc1ccccc1-c1ccc(C)o1	8%	3%	-8%	1%	-2%	5%	3%	-7%	2%	1%	11%
O=C(N/N=C/c1cccnc1)c1cc2ccccc2o1	-3%	3%	?	27%	-35%	2%	?	-1%	6%	-2%	15%
O=C(c1ccccc1Cl)N1CCNCC1	5%	2%	9%	-1%	23%	-7%	5%	1%	0%	7%	0%
COc1ccc(O)c(C2=Nc3ccccc3N=C(c3cccs3)C2)c1	-6%	-5%	nt	-19%[10 µM]	-23%	?	-7%	7%	0%	-2%	6%
Cc1cccc(C)c1NC(=S)NCc1ccncc1	0%	-2%	-8%	-6%	-10%	-3%	7%	-8%	0%	4%	3%
Cc1cccc(N(CC(=O)NCC2CCCO2)C(=O)CNS(=O)(=O)c2ccc(Cl)cc2)c1 (stereo not given)	1%	5%	-2%	7%	-5%	-4%	3%	-3%	-5%	6%	-8%
CCc1ccc(C(=O)NNC(=O)c2cccc(N3C(=O)CCC3=O)c2)cc1	-2%	4%	nt	nt	-22%	nt	11µM*	nt	-2%	-4%	4%
CC(C)(CNCC(O)c1ccccc1)N1CCOCC1 (stereo not given)	1%	1%	-8%	19%	3%	-10%	6%	-2%	0%	-3%	1%
COc1cccc(-c2nc(CS(=O)(=O)CC(=O)NCc3ccccc3OC)c(C)o2)c1	-4%	-3%	?	?	1%	-10%	4%	-4%	-3%	-7%	-2%
c1ccc(CNc2cnccn2)cc1	-2%	0%	-4%	-8%	4%	-12%	6%	5%	-3%	nt	1%
COc1cc(NC(=O)COc2cccc(OC)c2)cc(OC)c1	5%	-4%	-1%	6%	-18%	4%	?	-6%	8%	1%	-6%
O=C(O)CC(NC(=O)C1c2ccccc2Oc2ccccc21)c1ccc(OC2CCCC2)cc1 (stereo not given)	6%	-1%	-1%	10%	0%	-1%	?	2%	-4%	5%	-3%
COc1ccc(-c2c(C#N)c(N)nc3c2CCC3)cc1	3%	7%	8%	5%	-21%	21%	-11%	1%	-5%	-15%	-1%
O=C(O)C1C2C=CC(O2)C1C(=O)NCc1ccc2c(c1)OCO2 (stereo not given)	0%	2%	-16%	-28%	32%	-1%	-1%	-5%	1%	0%	6%
CCOC(=O)N1CCN(S(=O)(=O)c2ccc(C(=O)Nc3sc4c(c3C(=O)OC)CCN(C)C4)cc2)CC1	-2%	?	279%[activator]	-19%	-46%	?	-2%	73%[activator]	-2%	-9%	?
COc1cc2c(cc1OC)C(COc1ccc3c(C)cc(=O)oc3c1)N(C(=O)c1ccco1)CC2 (stereo not given)	-4%	1%	-4%	-10%	-60%	-13%	-3%	-1%	-7%	nt	-9%
CC(=O)c1ccc(N2CCN(C(=O)/C=C/c3cccs3)CC2)cc1	-3%	-4%	13%	27%	-9%	-3%	-16%	6%	4%	-3%	-1%
CSc1ccc(CN(C)Cc2nc3ccccc3c(=O)[nH]2)cc1	14%	-3%	-2%	?	-2%	?	1%	-9%	1%	4%	-3%
Cc1cccc(NC(=O)CNC(=O)C23CC4CC(CC(Cl)(C4)C2)C3)n1	8%	-11%	nt	nt	13%	nt	-1%	nt	6%	-5%	-3%

By substructure, the compounds so far with a furan ring, fused or not.
SMILES	Rab9 promoter act	ELG1 genotox	MBNL1-CUG inh	RORgamma inh	BRCA1 expr up	VP16 counter	FLuc counter	MLL CXXC-DNA inh	NPC1 prom act	uPA surface inh	p53 reactivation
Cc1ccc2[nH]c(=O)c(-c3nc4cc(C)ccn4c3NCc3ccco3)cc2c1	3%	0%	11%	3%	64%	-15%	2%	-1%	0%	4%	4%
CCCCn1c(SCC(N)=O)nnc1-c1ccco1	1%	-1%	6%	0%	1%	-3%	-2%	-4%	-5%	nt	-6%
CC(=O)Nc1ccccc1-c1ccc(C)o1	8%	3%	-8%	1%	-2%	5%	3%	-7%	2%	1%	11%
O=C(N/N=C/c1cccnc1)c1cc2ccccc2o1	-3%	3%	?	27%	-35%	2%	?	-1%	6%	-2%	15%
COc1cc2c(cc1OC)C(COc1ccc3c(C)cc(=O)oc3c1)N(C(=O)c1ccco1)CC2 (stereo not given)	-4%	1%	-4%	-10%	-60%	-13%	-3%	-1%	-7%	nt	-9%

Three compounds already listed, arranged by length of the SMILES, falling.
SMILES	Rab9 promoter act	ELG1 genotox	MBNL1-CUG inh	RORgamma inh	BRCA1 expr up	VP16 counter	FLuc counter	MLL CXXC-DNA inh	NPC1 prom act	uPA surface inh	p53 reactivation
O=C(O)CC(NC(=O)C1c2ccccc2Oc2ccccc21)c1ccc(OC2CCCC2)cc1 (stereo not given)	6%	-1%	-1%	10%	0%	-1%	?	2%	-4%	5%	-3%
CSc1ccc(CN(C)Cc2nc3ccccc3c(=O)[nH]2)cc1	14%	-3%	-2%	?	-2%	?	1%	-9%	1%	4%	-3%
COc1ccc(-c2c(C#N)c(N)nc3c2CCC3)cc1	3%	7%	8%	5%	-21%	21%	-11%	1%	-5%	-15%	-1%

(continued)
SMILES	Rab9 promoter act	ELG1 genotox	MBNL1-CUG inh	RORgamma inh	BRCA1 expr up	VP16 counter	FLuc counter	MLL CXXC-DNA inh	NPC1 prom act	uPA surface inh	p53 reactivation
Cc1oc(-c2cccs2)[n+]([O-])c1C	6%	0%	-5%	-3%	-3%	-5%	-2%	-3%	0%	-1%	-18%
CCn1cc(C(=O)N2CCN(Cc3ccc4c(c3)OCO4)CC2)c2cc(OC)c(OC)cc2c1=O	1%	-3%	-17%	22%	-8%	2%	3%	-1%	-4%	-1%	-4%
O=C(c1cnc2ccc3ccccc3c2c1)c1cc(F)ccc1O	1%	8%	2%	-43%	-29%	-13%	?	6%	-1%	-15%	13%
CC1=Nc2cc(C(=O)NCCN3CCOCC3)ccc2Sc2c(C)ccc(C)c21	-7%	4%	-6%	42%	-28%	-8%	3%	-10%	-16%	15%	5%
CCN(CC(=O)Nc1ccccc1C(F)(F)F)C(=O)C1CC(=O)N(Cc2ccccc2)C1 (stereo not given)	-6%	-1%	nt	nt	-4%	nt	-1%	nt	-1%	0%	7%
CCCc1cc(=O)[nH]c2nnc(SCC(=O)NC3CCCC3)n12	-2%	3%	nt	nt	0%	nt	0%	nt	-9%	4%	8%
CCn1c(=N)n(CC(=O)c2ccco2)c2ccccc21	-4%	-1%	-10%	-17%	2%[1.84 µM]	6%	0%	5%	-1%	-9%	-9%
Cc1ccccc1N=C1NC(=O)CC(c2ccccc2)S1 (stereo not given)	-1%	0%	-4%	8.9µM*	-7%	?	4%	0%	-1%	-5%	6%

Source: PubChem BioAssay (National Center for Advancing Translational Sciences (NCATS))
